Source: PubChem
DDE Tn6 FP inh: inhibitors of Tn6 peptide binding to fibrin DD(E), primary screen, biochemical, fluorescence polarization, human fibrin, Tn6 probe | Fibrinogen beta chain (Homo sapiens), P02675 | Fibrin DD(E) TRITC-Tn6 fluorescence polarization displacement | inhibition, % at 8.3 µM | 370,000 tested, 0.21% active | AID 720509, 2013;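 active means inhibition above a per-campaign cutoff: mean of compounds within control limits plus 3 SD, cut at about 15% in these data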;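 further: 0% = median of all compound wells on the plate and 100% = blocking peptide control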
PLCg1 inh: PLC-gamma1 enzyme inhibitors, primary screen, biochemical, fluorescence, purified enzyme; 1-phosphatidylinositol 4,5-bisphosphate phosphodiesterase gamma-1 (Homo sapiens), P19174; fluorogenic substrate; inhibition, % at 12.2 µM; 370,000 tested, 0.84% active; AID 720700, 2013; in the data active means inhibition above about 9.5%
ADAM17 inh: ADAM17 inhibitors, primary screen, biochemical, QFRET. recombinant ADAM17, EDANS/DABCYL FRET peptide cleavage. inhibition, % at 6.95 µM. 370,000 tested, 0.83% active. Disintegrin and metalloproteinase domain-containing protein 17 (Homo sapiens), P78536. AID 720648, 2013;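 active means inhibition above the mean of compounds lying between control limits plus 3 SD, set per campaign, cut at about 8.5% in these data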;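 further: 0% = DMSO-only wells as the low control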
Target sequence (P78536 215-824 limits assumed): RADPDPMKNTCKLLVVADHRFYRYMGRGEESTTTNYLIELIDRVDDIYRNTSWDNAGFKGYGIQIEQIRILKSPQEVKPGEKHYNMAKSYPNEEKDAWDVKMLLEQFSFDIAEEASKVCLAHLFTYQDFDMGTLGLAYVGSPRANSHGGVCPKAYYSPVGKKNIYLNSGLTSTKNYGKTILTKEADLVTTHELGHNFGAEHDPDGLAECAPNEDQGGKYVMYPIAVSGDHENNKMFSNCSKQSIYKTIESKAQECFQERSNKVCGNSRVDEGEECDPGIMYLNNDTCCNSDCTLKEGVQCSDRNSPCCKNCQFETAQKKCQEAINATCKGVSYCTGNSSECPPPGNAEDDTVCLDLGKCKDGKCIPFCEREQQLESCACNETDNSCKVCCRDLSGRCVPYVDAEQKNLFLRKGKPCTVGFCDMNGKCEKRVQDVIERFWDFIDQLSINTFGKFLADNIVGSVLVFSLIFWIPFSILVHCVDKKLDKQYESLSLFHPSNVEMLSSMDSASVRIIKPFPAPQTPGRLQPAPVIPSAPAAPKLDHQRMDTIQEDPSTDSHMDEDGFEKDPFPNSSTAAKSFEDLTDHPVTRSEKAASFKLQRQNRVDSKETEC
LEDGF integ inh: blockers of LEDGF/p75-dependent integrase strand transfer – biochemical, TR-FRET, high throughput, primary screen. TR-FRET IN-LEDGF/p75 DNA integration, Eu/Cy5. inhibition, % at 3.7 µM. 370,000 tested, 0.64% active. AID 743269, 2014;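 active means inhibition above the screen-wide mean plus 3 SD, cut at about 13% in these data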;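 further: signal is the Cy5 over europium emission ratio at 671 and 618 nm; 0% = plate median of compound wells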
ADAM10 inh: human ADAM10 inhibitors, primary screen, biochemical, QFRET, HTS. Disintegrin and metalloproteinase domain-containing protein 10 (Homo sapiens), O14672. recombinant ADAM10, EDANS/DABCYL FRET peptide cleavage, 3 h. inhibition, % at 7 µM. 370,000 tested, 0.62% active. AID 720582, 2013;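 active means inhibition above a per-campaign cutoff equal to the mean of compounds falling between control-based bounds plus 3 SD, cut at about 20% in these data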;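 further: 0% = DMSO wells while the 100% control is not disclosed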
TDP2 inh: human TDP2 enzyme inhibitors, primary screen, biochemical, epi absorbance, recombinant enzyme | T5PNP hydrolysis, p-nitrophenol absorbance 415 nm | Tyrosyl-DNA phosphodiesterase 2 (Homo sapiens), O95551 | inhibition, % at 12.8 µM | 370,000 tested, 0.34% active;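 active means inhibition above the mean of all tested compounds plus 3 SD, set per campaign, cut at about 25% in these data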;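 further: 0% = DMSO with enzyme and 100% = buffer with substrate but no TDP2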
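Evaluation: % inhibition relative to enzyme-containing and enzyme-free wells. Material: recombinant human TDP2. Benchmarks: enzyme-free and DMSO wells. Timing: enzyme reaction with compound for 2 h at 37 °C. Compound dosing: 12.8 µM only. Measured by: p-Nitrophenol epi absorbance. Reagent: T5PNP substrate at 5 mM, a TopII-DNA adduct mimic. Replication: single well per compound.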
Tn7 DDE FP: inhibitors of Tn7 peptide binding to fibrin DD(E), primary screen, biochemical, fluorescence polarization, human fibrin, Tn7 probe. 370,000 tested, 0.13% active. Fibrinogen beta chain (Homo sapiens), P02675. AID 720508, 2013. inhibition, % at 8.3 µM. FP displacement of FITC-Tn7 peptide from fibrin DD(E); 0% = median of compound wells per plate;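 active means inhibition above the mean of compounds falling within the control limits plus 3 SD of them, cut at about 14% in these data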;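 further: 0% = plate median of compound wells and 100% = 10 µM Aha-Tn7 peptide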
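Assay system: human fibrin DD(E). Input: DD(E) 2 µM final. Medium: Tris buffer with calcium and detergent, pH 7.8. Compound dosing: single point at 8.3 µM. Timing: 10 min plus 3 h, room temperature. Technique: fluorescence polarization of the labelled Tn7 tracer. Read-out: percent inhibition. Replicates: singlicate testing.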
ASAP1 GAP inh: inhibitors of human ASAP1 ArfGAP activity, primary screen, biochemical, fluorescence polarization. Arf-GAP with SH3 domain, ANK repeat and PH domain-containing protein 1 (Homo sapiens), …. ASAP1-stimulated ARF1 GTP hydrolysis, GDP FP detection. inhibition, % at 16.5 µM. 360,000 tested, 0.19% active. AID 624377, 2012; in the data active means inhibition above about 25%;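 further: 0% = vehicle with enzyme and substrate and 100% = no enzyme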
Target sequence (Q9ULH1 325-724 limits assumed): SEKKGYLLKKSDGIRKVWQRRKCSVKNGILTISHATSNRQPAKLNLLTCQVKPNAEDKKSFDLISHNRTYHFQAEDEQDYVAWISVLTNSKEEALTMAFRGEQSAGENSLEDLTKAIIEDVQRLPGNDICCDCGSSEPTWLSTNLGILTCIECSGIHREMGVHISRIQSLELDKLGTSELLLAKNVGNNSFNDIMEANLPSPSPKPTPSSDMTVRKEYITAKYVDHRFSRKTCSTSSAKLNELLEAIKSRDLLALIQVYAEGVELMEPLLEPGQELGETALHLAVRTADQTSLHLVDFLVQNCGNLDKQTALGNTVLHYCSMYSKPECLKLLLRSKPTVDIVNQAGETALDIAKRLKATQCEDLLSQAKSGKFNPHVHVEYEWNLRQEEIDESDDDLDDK
KLK7 zymogen act: proKLK7 zymogen activators, primary screen, biochemical, fluorescence intensity | Kallikrein-7 (Homo sapiens), P49862 | purified proKLK7, EDANS-DABCYL substrate fluorescence; 100% is mature enzyme control, 0% vehicle | activation, % at 7 µM | 370,000 tested, 0.9% active;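 active means activation above the mean of all tested compounds plus 3 SD, computed per campaign excluding outliers beyond control limits, cut at about 13% in these data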
ARFGAP1 inhibitor: inhibitors of rat ARFGAP1 GAP activity, primary screen, biochemical, fluorescence polarization, GDP tracer | ADP-ribosylation factor GTPase-activating protein 1 (Rattus norvegicus), Q62848 | Arfgap1-stimulated ARF1 GTP hydrolysis, GDP FP detection | inhibition, % at 16.5 µM | 360,000 tested, 0.26% active;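 active means inhibition above a per-plate limit, mean inhibition of low control wells plus 3 SD, cut at about 25% in these data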;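 further: 0% = DMSO wells with enzyme and 100% = wells lacking Arfgap1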
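Repeats: one replicate per compound; assay system: rat Arfgap1 catalytic domain, aa 1-136; times: enzyme reaction 120 min at 25 °C after 20 min preincubation; detection: FP of antibody-bound GDP Alexa 633 tracer, ex 620/em 688 nm; benchmarks: high control wells lacking Arfgap1, low control full reaction with DMSO; reagent: human ARF1(Δ1-17)-GTP substrate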
* marks the source's active call; other numbers are inactive results; i = inactive; . = not tested or not shown.

SMILES | DDE Tn6 FP inh | PLCg1 inh | ADAM17 inh | LEDGF integ inh | ADAM10 inh | TDP2 inh | Tn7 DDE FP | ASAP1 GAP inh | KLK7 zymogen act | ARFGAP1 inhibitor
COCCNC(=O)CCn1c(=O)oc2ccccc21 | -2 | 2 | -1 | -2 | 4 | -17 | -7 | 13 | -0.1 | -6
CCOc1ccc(NC(=O)CN(C)C(=O)CC(NC(=O)c2ccccc2)c2ccccc2)cc1OCC (stereo unspecified) | -4 | -3 | -1 | 2 | -5 | 2 | 3 | 4 | 0.6 | 14
COc1ccc(C(=O)NNC2=NS(=O)(=O)c3ccccc32)cc1OC | -4 | 1 | 0 | 1 | 5 | 3 | -6 | 1 | 0.5 | -4
COc1ccc(Br)cc1/C=N/N1CCN(Cc2ccccc2)CC1 | 2 | 1 | -1 | -3 | -2 | 3 | 0 | 12 | -0.1 | 4
O=C(c1ccc([N+](=O)[O-])s1)N1CCN(c2ccc(C(F)(F)F)cn2)CC1 | 2 | 6 | 5 | 4 | 3 | 2 | -1 | 9 | 0.8 | -2
CCOC(=O)C1CN(S(=O)(=O)c2ccc(Cl)cc2)c2cc(S(=O)(=O)CC)ccc2O1 (stereo unspecified) | -4 | -1 | -1 | -5 | -7 | -8 | -6 | -8 | 0.3 | -5
Cc1ncoc1C(=O)Nc1nccs1 | 3 | 0 | -4 | -1 | -4 | 6 | -8 | 0 | 0.1 | -2
CCn1c(SCC(=O)NCC2CCCO2)nc2c(c1=O)SCC2 (stereo unspecified) | 3 | 0 | 3 | 2 | -1 | -7 | 5 | -15 | -0.1 | 1
O=C(COC(=O)/C=C/c1ccc(OC(F)F)cc1)Nc1ccc(S(=O)(=O)N2CCCC2)cc1 | -6 | -1 | 9.8* | -1 | 18 | 2 | 5 | 7 | 0.7 | 3
O=S(=O)(Nc1ccncc1)c1cc(Cl)ccc1Cl | 5 | 3 | 3 | -1 | -3 | 1 | -2 | -7 | 0.0 | 10
COC(=O)C1CCN(C(=O)COC(=O)c2ccc3[nH]c4c(c3c2)CCCC4)CC1 | -10 | -17 | -3 | -3 | -14 | 3 | -6 | 13 | 5.8 | 1
O=C(CCN1C(=O)c2ccc([N+](=O)[O-])cc2C1=O)Nc1ccc(O)cc1C(=O)O | 3 | -7 | -7 | 1 | -22 | -2 | -2 | -12 | -1.5 | 5
CCN(CC(=O)Nc1cc(Cl)ccc1C)C(=O)c1ccc2c(=O)n3c(nc2c1)CCC3 | 2 | -1 | -4 | 4 | -14 | 3 | 8 | -9 | 0.7 | 17
CC(C)=CC([C@]12C[C@H](CO)N[C@@H]1Nc1ccccc12)S(=O)(=O)c1ccccc1 (stereo partly specified) | 1 | 0 | -1 | -1 | 5 | -5 | 5 | . | . | .
O=C1c2cc(F)ccc2OC2(CCNCC2)C12CC(c1ccccc1)=NO2 (stereo unspecified) | 4 | 0 | -2 | -2 | -1 | -6 | 0 | -2 | 0.6 | -5
O=C(NC1CCCCC1)C(c1ccncc1)N(Cc1ccccc1)C(=O)c1ccc(-c2ccccc2)[nH]1 (stereo unspecified) | -6 | -1 | 3 | 1 | 9 | 3 | -2 | -1 | -0.2 | -18
O=C(NCCc1ccccc1)/C(=C/c1ccco1)c1ccccc1 | 8 | 1 | -1 | 2 | 10 | 5 | -5 | 2 | -0.1 | -6
C[C@@]12C(=O)N(c3ccc(Br)cc3)C(=O)N1[C@@H]1c3ccccc3OC[C@@H]1[C@H]2c1ccccc1 | 0 | 2 | 1 | 0 | 18 | 8 | 2 | 9 | 0.4 | 1
CCC(Oc1cc(Cl)ccc1Cl)C(=O)NN1C(=O)C2C3CCC(C3=C(C)C)C2C1=O (stereo unspecified) | -6 | -1 | 0 | 0 | 3 | -4 | -4 | 2 | -0.3 | -4
O=C(O)c1ccc(COc2c(F)c(F)c(F)c(F)c2F)o1 | -1 | -2 | -3 | -4 | -1 | 1 | 5 | -9 | -0.5 | -8
CC1(/[N+]([O-])=C/c2cccc(Cl)c2)CCCCC1=O (stereo unspecified) | -7 | 2 | -3 | -1 | -5 | 12 | 0 | -7 | -0.2 | 18
Cc1csc(SCC(=O)NC(C)c2ccccc2)n1 (stereo unspecified) | 1 | -1 | -3 | -3 | -2 | -3 | 8 | 12 | -0.8 | -8
CCn1c(=N)n(CC(=O)c2ccc(Br)s2)c2ccccc21 | -1 | -2 | 0 | 0 | 1 | 6 | -2 | 0 | 0.4 | -6
CCc1c(C)[nH]n(CCC#N)c1=O | -2 | 0 | -1 | -1 | -1 | -8 | 8 | 1 | 0.1 | 7
O=C1Nc2ccccc2C1c1ncc(C(F)(F)F)cc1Cl (stereo unspecified) | -7 | -1 | -3 | -7 | -13 | 2 | -4 | 4 | -0.5 | 1

Further entries.
SMILES | DDE Tn6 FP inh | PLCg1 inh | ADAM17 inh | LEDGF integ inh | ADAM10 inh | TDP2 inh | Tn7 DDE FP | ASAP1 GAP inh | KLK7 zymogen act | ARFGAP1 inhibitor
C=CCn1c(C)nc2c(sc3nc4c(cc32)COC(C)(C)C4)c1=O | -2 | -6 | -35 | 3 | -70 | -10 | 9 | -7 | 0.0 | 3
Oc1[nH]c2ccccc2c1N=Nc1c(F)c(F)c(Cl)c(F)c1F | -3 | 6 | 1 | 4 | -1 | 13 | -16 | 4 | 0.4 | 7
CCC(=O)N1CCc2cc(S(=O)(=O)NC(C(=O)NCc3ccc(C)cc3)C(C)C)ccc21 (stereo unspecified) | 2 | 1 | -5 | 0 | 2 | 11 | -9 | -9 | 0.6 | -1
COc1ccc(CCC(=O)NC2CCCN(Cc3ccc(Cl)cc3)C2)cc1OC (stereo unspecified) | 0 | 0 | -2 | 0 | 3 | 1 | 2 | 4 | 0.0 | -8
COC(=O)c1ccc(N/C=C\C(=O)c2ccc3c(c2)OCO3)cc1 | 5 | -6 | -1 | 0 | 3 | 0 | 0 | 9 | 0.1 | 4
Cc1c(NS(=O)(=O)c2cc(C(=O)N(C)Cc3ccccc3)ccc2Cl)c(=O)n(-c2ccccc2)n1C | -5 | 0 | -2 | 0 | -13 | 4 | 3 | -1 | -0.5 | 0
CC1CCN(C2(O)C(=O)Nc3ccc(Br)cc32)CC1 (stereo unspecified) | -4 | 0 | 1 | 3 | 5 | -5 | -1 | -8 | -0.2 | -6
Cc1ncc(CO)c(/C=N/NC(=O)c2ccc(O)cc2)c1O | 0 | i | -265 | -3 | i | -5 | 4 | -3 | -30 | 0
Fc1cccc(COc2ccccc2C(=S)N2CCCC2)c1 | -3 | 1 | -1 | 0 | -4 | 4 | 1 | -3 | 0.4 | 3
C[C@H](CO)N1C[C@H](C)[C@H](CN(C)C(=O)CC2CC2)Oc2cc(Br)ccc2S1(=O)=O | 2 | -6 | -5 | 1 | -6 | 4 | 8 | 8 | -0.1 | 14
CCN(Cc1ccccc1)S(=O)(=O)c1c[nH]c(C(=O)OC)c1 | 6 | 1 | -1 | 0 | -7 | -5 | 5 | 10 | 0.2 | -6
CC1(C)OC(=O)C(=CNc2cccc(O)c2)C(=O)O1 | 2 | -11 | 0 | 0 | 1 | -10 | -4 | -3 | -0.1 | 11
COC(=O)c1cc(S(=O)(=O)NCCc2sccc2C)c[nH]1 | 3 | 1 | 5 | 3 | 0 | 4 | -5 | 11 | -0.2 | -2
Cc1cc(O)c(C(=O)/C=C/c2ccccc2O)c(=O)o1 | 2 | -3 | -2 | 2 | -7 | -3 | -10 | -4 | 0.0 | 11
Cc1ccc(OCc2n[nH]c(=S)n2-c2ccccc2)cc1C | -2 | -1 | -2 | -3 | -2 | 3 | 1 | -4 | 0.1 | -7
C[C@H](NC(=O)N1CCn2c1nc1ccccc12)C(=O)NCc1ccccc1 | -2 | 1 | -2 | 0 | -1 | 16 | 4 | -5 | 0.1 | -5

Profiles as entered above:
COc1ccc(CCC(=O)NC2CCCN(Cc3ccc(Cl)cc3)C2)cc1OC (stereo unspecified) is entered as DDE Tn6 FP inh = 0; PLCg1 inh = 0; ADAM17 inh = -2; LEDGF integ inh = 0; ADAM10 inh = 3; TDP2 inh = 1; Tn7 DDE FP = 2; ASAP1 GAP inh = 4; KLK7 zymogen act = 0.0; ARFGAP1 inhibitor = -8
Cc1cc(O)c(C(=O)/C=C/c2ccccc2O)c(=O)o1 is entered as DDE Tn6 FP inh = 2; PLCg1 inh = -3; ADAM17 inh = -2; LEDGF integ inh = 2; ADAM10 inh = -7; TDP2 inh = -3; Tn7 DDE FP = -10; ASAP1 GAP inh = -4; KLK7 zymogen act = 0.0; ARFGAP1 inhibitor = 11

As entered above:
KLK7 zymogen act, `Cc1c(NS(=O)(=O)c2cc(C(=O)N(C)Cc3ccccc3)ccc2Cl)c(=O)n(-c2ccccc2)n1C` reads -0.5
Tn7 DDE FP, `CCN(Cc1ccccc1)S(=O)(=O)c1c[nH]c(C(=O)OC)c1` reads 5
ARFGAP1 inhibitor, `C=CCn1c(C)nc2c(sc3nc4c(cc32)COC(C)(C)C4)c1=O` reads 3
LEDGF integ inh, `Cc1ncc(CO)c(/C=N/NC(=O)c2ccc(O)cc2)c1O` reads -3
